Compound activity as filed in PubChem BioAssay.
PERK inh = blocks human PERK kinase; CHO PERK-DD fusion, SEAP luminescence translation reporter; inhibition, % at 5.6 µM; 220,000 tested, 0.17% active;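 active = inhibition above the mean inhibition of all tested compounds plus 3 SD, set separately per screening campaign, cut at about 2.9% in these data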;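 note: PERK kinase domain activated by AP20187 dimerizer at 100 nM; 0% = DMSO with dimerizer and 100% = rapamycin at 8.4 µM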
FXIa inh 1536 = inhibitors of human coagulation factor XIa | P03951 | purified FXIa, Boc-Glu-Ala-Arg-AMC fluorogenic substrate | inhibition, % at 5 µM | 220,000 tested, 0.14% active;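 active = inhibition of at least 40%; inactive = inhibition below 40%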;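 note: fluorescence of freed AMC excited at 355 nm; 0% = enzyme without compound and 100% = no enzyme blank; many of its hits are not listed in these tables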
Target sequence (P03951 19-387 limits assumed): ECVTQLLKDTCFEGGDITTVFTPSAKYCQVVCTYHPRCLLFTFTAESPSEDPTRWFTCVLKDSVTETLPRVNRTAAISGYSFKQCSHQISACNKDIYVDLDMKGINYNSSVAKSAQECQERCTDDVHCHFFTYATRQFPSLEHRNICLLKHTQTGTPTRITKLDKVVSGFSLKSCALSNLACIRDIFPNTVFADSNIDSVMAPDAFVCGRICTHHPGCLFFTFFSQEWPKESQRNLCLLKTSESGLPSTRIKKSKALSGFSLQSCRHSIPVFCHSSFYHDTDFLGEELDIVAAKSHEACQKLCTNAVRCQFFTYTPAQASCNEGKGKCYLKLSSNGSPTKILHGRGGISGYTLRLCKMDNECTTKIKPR
Target sequence (P03951 388-625 limits assumed): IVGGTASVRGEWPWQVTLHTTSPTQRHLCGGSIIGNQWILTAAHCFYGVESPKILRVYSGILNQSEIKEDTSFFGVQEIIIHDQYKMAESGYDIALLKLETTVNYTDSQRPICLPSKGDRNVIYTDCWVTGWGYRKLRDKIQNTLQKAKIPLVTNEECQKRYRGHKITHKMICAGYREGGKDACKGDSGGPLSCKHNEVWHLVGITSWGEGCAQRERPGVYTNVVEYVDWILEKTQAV
FXIIa inh 1536 = inhibitors of human coagulation factor XIIa | inhibition, % at 5 µM | 220,000 tested, 0.3% active | purified FXIIa, Boc-QGR-AMC fluorogenic substrate, 2 h | P00748; in the data active = inhibition above about 40%;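 note: 0% = enzyme with no compound and 100% = blank without enzyme; many of its hits are not listed in these tables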
p97 ATPase inh = inhibitors of human p97 ATPase. P55072. recombinant p97 ATPase, Kinase-Glo ATP luminescence, 3 h. 220,000 tested, 0.42% active. inhibition, % at 8 µM; in the data active = inhibition above about 15%;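 note: 0% = DMSO vehicle and 100% = wells lacking enzyme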
KCC2 mod = KCC2 (human) Cl- transport modulation; KCC2 cells, thallium flux FluoZin-2 fluorescence; B-score of Tl+ flux slope (higher = more flux/activation; lower = inhibition) at 10 µM; Q9H2X9; 190,000 tested, 2.2% active;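 active = thallium flux slope and its plate-corrected score both differing from the plate sample mean at a set confidence after two filtering rounds, in either direction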;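 note: slope of fluorescence scaled to starting intensity during 10 to 20 s after thallium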
Wee1 degr inh = inhibitors of human Wee1 degradation; P30291; HeLa Luc-Wee1K328M stability, luciferase luminescence; 100% = proteasome inhibitor MG132 effect; reporter increase, % at 5 µM; 220,000 tested, 1.2% active; AID 1321;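 active = activation above the mean of all tested compounds plus 3 SD, set per screening run, cut at about 8.8% in these data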;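 note: cells exposed to compound for 20 h before luminescence read; 0% = DMSO alone and 100% = MG132 at 30 µM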
thrombin 1536 = inhibitors of human thrombin; P00734; alpha-thrombin, Boc-VPR-AMC fluorogenic substrate cleavage; inhibition, % at 5 µM; 220,000 tested, 0.26% active;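 active = inhibition at or above 40%; inactive = inhibition below 40%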;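 note: 0% = enzyme with no compound and 100% = wells without enzyme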
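Material: human alpha-thrombin protein; Also added: Boc-VPR-AMC substrate, 15 µM final; Timing: enzyme reaction carried out at room temperature; Signal: fluorescence, ex 355 nm, em 460 nm; Measure: % inhibition of thrombin; Controls: enzyme without compound as high, wells lacking enzyme as low.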
KLK5 inh = blocks human kallikrein 5 protease activity; recombinant hK5, fluorogenic AMC substrate cleavage; inhibition, % at 5 µM; 210,000 tested, 0.59% active; AID 873;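 active = inhibition of 40% or more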;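 note: 0% = enzyme controls without compound and 100% = no-enzyme blanks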
Target sequence (Q9Y337 67-293 limits assumed): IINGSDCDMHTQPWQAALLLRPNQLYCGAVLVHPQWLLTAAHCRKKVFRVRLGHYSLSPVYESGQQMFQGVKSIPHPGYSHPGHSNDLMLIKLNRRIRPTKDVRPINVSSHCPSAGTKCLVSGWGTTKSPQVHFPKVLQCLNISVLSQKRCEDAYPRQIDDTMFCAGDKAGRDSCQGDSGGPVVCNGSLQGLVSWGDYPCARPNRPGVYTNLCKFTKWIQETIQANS
Furin inhibitor = blocks human furin protease activity; P09958; purified furin, fluorogenic substrate cleavage; inhibition, % at 30 µM; 220,000 tested, 0.061% active; in the data active = inhibition above about 25%; note: inactives centre near -15
* = called active by the depositor; x = no result given; [ ] = remark or other dose.

Start of the data: the first two entries, ahead of the listing:
SMILES	PERK inh	FXIa inh 1536	FXIIa inh 1536	p97 ATPase inh	KCC2 mod	Wee1 degr inh	thrombin 1536	KLK5 inh	Furin inhibitor
CNCc1sccc1C	2.6	-1	3	4	1.2	1	-3	x	-17
Nc1nnc(SCC(=O)NCc2ccc3c(c2)OCO3)s1	0.6	2	-13	0	-0.11	-1	1	2	-19[20 µM]

The whole of this part, repeating the preview:
SMILES	PERK inh	FXIa inh 1536	FXIIa inh 1536	p97 ATPase inh	KCC2 mod	Wee1 degr inh	thrombin 1536	KLK5 inh	Furin inhibitor
CNCc1sccc1C	2.6	-1	3	4	1.2	1	-3	x	-17
Nc1nnc(SCC(=O)NCc2ccc3c(c2)OCO3)s1	0.6	2	-13	0	-0.11	-1	1	2	-19[20 µM]
COc1cc(/C=c2\sc3nc(-c4ccncc4)nn3c2=O)ccc1OC(C)=O	0.0	0	0	1	x	3	3	3	-15
O=C(CSc1ccc(-c2nc3ccccc3[nH]2)cn1)Nc1ccc2c(c1)OCCO2	0.3	-15	20	4	x	0	15	-25	-23[20 µM]
O=C(O)CC1C(=O)NCCN1CCCc1ccccc1 (stereo unspecified)	1.0	8	3	2	-1.7	-2	0	-4	-20
O=C(c1ccccc1NS(=O)(=O)c1ccccc1[N+](=O)[O-])N1CCOCC1	0.5	9	7	5	0.29	-2	-5	-3	-21
Cc1ccnc(NC(=O)Cn2ccc([N+](=O)[O-])n2)c1	0.8	11	12	3	0.44	-3	0	-24	-21
O=C(CCNC(=O)c1ccccc1Cl)Nc1ccc(Cl)c(C(F)(F)F)c1	0.0	-6	0	-3	-0.85	0	-8	-26	-8
O=C(Cc1ccccc1)Nc1nonc1NC(=O)c1ccccc1	0.1	4	6	-1	-0.87	1	-8	-15	-9
COc1ccc(-n2nnc3c(=O)n(CC(=O)Nc4cc(C)on4)cnc32)cc1	0.6	-5	0	2	-0.094	-2	-4	-11	-20
O=c1[nH]ncn1-c1ccccc1C(F)(F)F	1.7	1	-3	4	x	1	2	5	-13[20 µM]
CCCC(=O)Nc1nc2ccc(C(=O)OCC)cc2s1	-0.1	7	15	3	x	1	0	0	-28
Fc1ccc(CN2CCCCCCC2)cc1	0.1	3	-4	5	-0.076	0	-19	5	-25[20 µM]
COc1ccccc1NC(=O)C1C2C=CC(O2)C1C(=O)O (stereo unspecified)	2.1	1	16	4	1.7	0	5	1	-26
Cn1ccc(C(=O)N/N=C/c2ccccc2[N+](=O)[O-])n1	0.0	5	11	-11	0.31	0	5	-3	-8
COc1ccc(Cl)cc1NC(=O)CSc1nncn1-c1cccnc1	-0.5	4	8	4	-0.58	3	3	-14	-12[20 µM]
Cc1cc2c(cc1S(=O)(=O)Nc1cccc(F)c1C)NC(=O)CO2	1.3	-1	11	6	0.93	1	3	2	-24
COC(=O)c1ccc(CSc2nc3ccc(C)cc3[nH]2)o1	-1.3	-6	6	1	0.046	-2	-6	17	-14[20 µM]
CC1=C(C(=O)OC(C)C)C(c2cccc(F)c2)N2C(=O)C(C)SC2=N1 (stereo unspecified)	-0.6	2	11	-3	x	2	-2	-1	-5
CC(=O)Nc1ccc(OC(=O)c2cc3ccccc3oc2=O)cc1	0.7	25	17	4	x	3	2	-29	1[20 µM]
CCCn1c(SCC(=O)Nc2ccccc2-c2ccccc2)nnc1-c1ccoc1C	-0.8	10	20	3	-1.3	-2	8	-10	-15
CC(C)C(OC(=O)c1cc2occc2n1C)C(=O)NCc1ccc2c(c1)OCO2 (stereo unspecified)	-0.2	8	15	-5	-3.5	1	2	1	-6
Nc1nnc(SCc2ccccc2F)s1	-0.7	-1	12	0	-0.22	7	2	2	-14
O=C(Nc1nc2ccccc2s1)C1CC(=O)N(c2ccc(F)cc2)C1 (stereo unspecified)	2.3	-6	2	1	-1.7	-2	28	-14	-25[20 µM]
Cc1ccc(NC(=O)c2ccc([N+](=O)[O-])cc2Cl)nc1	0.8	5	6	3	0.97	-1	0	-15	-30
COc1ccc(N2C(=O)C(F)(F)C2c2ccccc2F)cc1 (stereo unspecified)	0.7	0	10	4	0.2	0	6	0	-33
CC(=O)Nc1ccc(/C=N/OCC(=O)Nc2ccc(C)cc2)cc1	0.5	3	-1	2	0.071	4	-10	-24	-3
COc1ccc2c(c1)cc1n2CCN=C1N	0.2	0	1	5	0.11	3	-1	7	-13
CC(C)=CC(=O)Nc1nnc(C)s1	1.3	9	15	2	0.37	-2	0	-4	-20[20 µM]
CCCCN(C)C(=O)CCC(=O)NNc1nc2ccccc2c2nc(C)nn12	0.8	10	15	1	0.14	2	-1	-24	-27
CC(C)(C)n1nnnc1CN(Cc1ccco1)Cc1cc2cc3c(cc2[nH]c1=O)OCO3	0.0	2	9	12	x	-1	4	-13	8[20 µM]
O=C(c1cccs1)N1CCN(S(=O)(=O)Cc2ccccc2)CC1	-0.6	16	14	-1	-0.19	1	1	1	-13[20 µM]
O=C(NC(=S)Nc1cccc([N+](=O)[O-])c1)c1ccccc1	-1.6	0	5	-2	12*	-2	-3	0	-12
O=C(Nc1ccccc1)N(CCc1nc2ccccc2[nH]1)C1CCCC1	-0.1	2	8	6	0.4	-2	3	-1	-15
O=C(CSc1nnc(C2CC2)n1-c1ccccc1)NCCN1C(=O)CSC1=O	-0.7	-3	0	2	0.44	-3	-3	-2	-11
C=CCN1C(=O)C(CC(=O)O)SC1=Nc1ccc(C(=O)O)cc1 (stereo unspecified)	0.6	-4	2	5	0.22	-2	-6	-4	-15
CC(=O)Nc1ccc(NC(=O)COc2c(C)cc(Br)cc2C)cc1	-0.6	-4	6	-1	-0.21	0	3	-16	-36
CS(=O)(=O)N1N=C(c2ccc(Br)cc2)CC1c1cccs1 (stereo unspecified)	-0.7	5	9	-5	x	4	5	3	-3[20 µM]
CCOC(=O)N1CCN(Cc2nc3c(c(=O)n(C)c(=O)n3C)n2Cc2ccc(F)cc2)CC1	-0.5	6	13	-8	-1.2	3	-6	-12	-12
C[n+]1cccc(CNC(=O)/C=N/O)c1	0.8	-2	13	5	0.15	-1	-2	-9	-26
O=c1[nH]c2ccccc2c(O)c1-c1ccccc1[N+](=O)[O-]	1.4	1	10	7	0.037	1	-12	8	-29
CC12CN3CC(C)(CN(C1)C3c1cc3ccccc3[nH]1)C2=O (stereo unspecified)	0.5	23	31	1	-0.41	-4	6	5	-9
Cc1nnc(SCc2nnc(-c3ccccc3Br)o2)s1	0.0	2	8	1	-0.19	-1	6	-13	-31
C[N+](C)(C)CCCNC(=O)c1ccc(/C=N/O)nc1	1.0	-4	7	-2	4.1	-1	2	-8	-8
CC1CCCC(C)N1S(=O)(=O)c1ccc(S(=O)(=O)N2CCOCC2)cc1 (stereo unspecified)	-0.4	2	7	2	0.8	-1	1	2	-16
COc1ccc(CCNC(=O)CC2SC(=Nc3cc(C)cc(C)c3)NC2=O)cc1OC (stereo unspecified)	0.7	1	7	2	-1.2	-1	-7	-8	-20
CN(C)c1ccc(NC(=O)/C=C/c2ccccc2Cl)cc1	-0.4	6	7	2	0.57	6	-3	-23	-13
O=C(OCC#CCSc1nnc(-c2cccc3ccccc23)o1)c1cccs1	1.1	19	25	-2	x	-1	5	3	-15
Cc1ccc(C(=O)/C=C/N(C)C)cn1	2.0	5	3	5	-0.62	0	-6	4	-8
COc1ccccc1CNC(=O)CN(Cc1ccc(Cl)cc1)S(C)(=O)=O	-0.5	0	8	-4	x	-1	-5	x	-27

2 of the compounds above, in CSV form:
compound,PERK inh,FXIa inh 1536,FXIIa inh 1536,p97 ATPase inh,KCC2 mod,Wee1 degr inh,thrombin 1536,KLK5 inh,Furin inhibitor
COc1ccc(CCNC(=O)CC2SC(=Nc3cc(C)cc(C)c3)NC2=O)cc1OC (stereo unspecified),0.7,1,7,2,-1.2,-1,-7,-8,-20
CN(C)c1ccc(NC(=O)/C=C/c2ccccc2Cl)cc1,-0.4,6,7,2,0.57,6,-3,-23,-13

Going on with the list.
SMILES	PERK inh	FXIa inh 1536	FXIIa inh 1536	p97 ATPase inh	KCC2 mod	Wee1 degr inh	thrombin 1536	KLK5 inh	Furin inhibitor
O=C(O)c1cccc(Cn2cccn2)c1	2.0	-3	6	5	-0.49	5	1	-5	-16
COc1ccc(/C=N/NC(=O)c2ccn[nH]2)cc1COc1ccc(Cl)cc1	-0.9	1	14	-2	1.2	-1	1	-15	-18[20 µM]
O=C(O)C1CCCN1C(=O)Nc1ccccc1 (stereo unspecified)	0.1	-10	16	-2	-0.09	-2	5	3	3[20 µM]
CS(=O)(=O)N(CC(=O)N1CCC(C(N)=O)CC1)c1ccc(Oc2ccccc2)cc1	0.5	0	2	2	-0.0039	-1	0	4	-17
Nc1nc(CN2CCN(C(=O)c3ccco3)CC2)nc(Nc2cccc(Cl)c2)n1	-0.9	29	32	-8	-0.86	0	11	27	-4
Cc1ccccc1NC(=O)Nc1ccc(C(F)(F)F)cc1	2.2	3	8	2	0.69	-1	-1	x	-26
CCCNS(=O)(=O)c1ccc(OCC(=O)N2CCOCC2)cc1	0.7	13	17	-1	-2.2	1	2	-4	-16[20 µM]
O=C(Nc1cccc(C(F)(F)F)c1)N(Cc1ccc(Cl)cc1)CC(O)C(F)(F)F (stereo unspecified)	-0.2	-5	-1	-1	-0.017	2	-2	-23	-13[20 µM]
O=C(Cn1c(-c2cscn2)nc2ccccc21)Nc1ccccc1F	-0.2	8	22	5	x	-1	32	42*	-8[20 µM]
CCN(c1ccccc1)S(=O)(=O)c1cccc(C(=O)O)c1	0.8	-29	14	1	-0.034	-1	9	7	-30
CCCn1nc2cc(C(=O)NCc3ccc(OC)cc3)ccc2c1OCC	0.4	2	6	-1	-0.67	-1	0	-46	-25[20 µM]
COc1ccc(OC)c(C(=O)NC(CC(N)=O)c2ccc(NCCN3CCOCC3)c([N+](=O)[O-])c2)c1 (stereo unspecified)	x	5	12	x	0.81	x	6	3	-25
Cc1cccc(C(=O)Nc2ccc(O)cc2C(=O)O)c1	0.1	-6	0	3	0.57	2	-4	-9	-12
CC(=O)Nc1ccc(S(=O)(=O)N2CCC(c3nc4ccc(C)cc4[nH]3)CC2)cc1	0.6	8	25	6	-1.3	-3	4	-12	-23
CCOC(=O)C(=Cc1ccc(OCc2ccc([N+](=O)[O-])cc2)c(OC)c1)C(=O)OCC	-1.2	3	10	-5	x	-1	-5	-11	6[20 µM]
Cc1cc(C)c2nc(C)cc(Nc3ccc(C(=O)N(C)C)cc3)c2c1	0.1	-2	11	5	-0.59	1	3	4	16
Cc1c(-c2ccccc2)nc2ccccc2c1C(=O)O	-0.3	1	-2	0	-0.81	-1	1	-9	-3[20 µM]
CN(CCNC(=O)CN1C(=O)CSc2ccc(S(=O)(=O)N3CCCC3)cc21)Cc1ccccc1	-0.3	-4	8	-5	-0.085	10*	4	-9	-11
O=C(Nc1ccc(F)cc1F)Nc1ccccc1C(=O)NCCN1CCNC1=O	0.1	-7	3	-3	0.82	0	-3	0	-7
CCCCN(CCCC)S(=O)(=O)c1ccc(C(=O)Nc2nnc(COC)o2)cc1	1.2	2	14	3	0.62	-2	2	-158	-18
Cc1ccc(/C(=C\CN2CCCC2)c2ccccn2)cc1	x	2	12	x	1.7	x	4	2	-22
CCC(=O)NC(Nc1ccccn1)(C(=O)OC)C(F)(F)F (stereo unspecified)	0.2	5	10	-1	0.45	-1	-4	-17	-13
CN(C)c1cc(C(F)(F)F)nc(-c2ccccn2)n1	1.1	-13	-4	5	x	4	24	-8	-29[20 µM]
Cc1ccc(Sc2nc(C)cc(C)c2S(C)(=O)=O)cc1	0.4	12	24	-9	-0.22	2	-5	-18	14[20 µM]
Cc1ccc(C(=O)NNC2CC(=O)N(c3ccc4c(c3)OCCO4)C2=O)cc1 (stereo unspecified)	-0.8	25	35	-4	1.8	7	36	35	-13
